# LAP4-GFP MLPCN = yeast TOR pathway LAP4-GFP modulation; S. cerevisiae LAP4-GFP multiplex, flow cytometry GFP, 3 h; median GFP as percent of DMSO wells; GFP response vs DMSO, % at 10 µM; 0.34% of 320,000 active; AID 2023;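 active = GFP response vs DMSO above a set limit, about the screen mean plus 3 SD, cut at about 150% in these data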
# RPL19A-GFP yeast = modulators of TOR pathway RPL19A-GFP in S. cerevisiae | S. cerevisiae RPL19A-GFP strain, flow cytometry, 3 h; active compounds read low | percent response vs DMSO, % at 10 µM | 0.3% of 330,000 active | AID 2025;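 active = percent response vs DMSO below 50%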;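 note: median channel GFP fluorescence of the barcoded RPL19A-GFP strain; ratio of sample median GFP to plate DMSO average so 100% = DMSO; lower means less RPL19A-GFP as with rapamycin TOR inhibition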
# MEP2 TOR yeast = alters MEP2-GFP fluorescence in TOR pathway yeast screen | S. cerevisiae MEP2-GFP strain, flow cytometry GFP, 3 h; 100% = DMSO control level | GFP response vs DMSO, % at 10 µM | 0.51% of 330,000 active;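 active = GFP response versus DMSO above a set limit, roughly screen mean plus 3 SD, cut at about 180% in these data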;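 note: median GFP fluorescence of the barcode-gated MEP2-GFP cells per well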
# procasp7 counter = activates human procaspase-7, counter-screen for procaspase-3 activators; recombinant procaspase-7, Ac-DEVD-pNA absorbance 405 nm; D23A/D198A/D206A triple mutant, cannot self-cleave; scale: DMSO 0, 5 µM enzyme 100; P55210; AID 463210; activation, % at 8.5 µM; 0.093% of 330,000 active;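 active = percent activation above the screen-wide mean plus 3 SD, cut at about 25% in these data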
#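 System: Uncleavable procaspase-7 mutant enzyme; Amount: 2 µM procaspase-7 mutant as dispensed; Schedule: 1 h compound preincubation, 2 h substrate cleavage, 25 °C; Measured by: 405 nm absorbance of p-nitroaniline; Evaluation: percent activation from buffer-corrected 0–120 min absorbance change; Control set: low DMSO alone, high DMSO plus 5 µM PC-7.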
# CR mimetic SO = yeast age-related superoxide inhibition as caloric restriction mimetic. 0.18% of 330,000 active. AID 2690. superoxide response (% of plate mean), % at 10 µM. S. cerevisiae aged cells, superoxide DHE fluorescence; active compounds read low;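 active = superoxide response under a set limit, about three screen SD below normal, cut at about 65% in these data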;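 note: yeast aged for seven days with compound at 30 °C before DHE staining; 100% = average MFI of all compound-treated wells on the plate with controls excluded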
# JMJD2C inh = blocks human GASC-1 demethylase activity; AID 2099; inhibition, % at 2.35 µM; 0.069% of 330,000 active; Q9H3R0; GST-JMJD2C(1-420) H3K9me3 demethylation, DELFIA europium;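 active = more than half of a compound's replicate wells show inhibition beyond 50%, single wells judged on their own value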;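 note: signal counts dimethyl H3K9 product captured on neutravidin plate; 0% = median of DMSO wells and 100% = 0.3 times that DMSO median; strong numbers were not always called active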
# AHR activator = activators of human aryl hydrocarbon receptor. P35869. AHR-responsive luciferase reporter cells, luminescence. activation, % at 5 µM. 2.5% of 320,000 active. AID 2796; in the data active = activation above about 47%;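 note: 0% = vehicle wells and 100% = reference agonist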
# Target sequence (P35869 whole entry, looked up): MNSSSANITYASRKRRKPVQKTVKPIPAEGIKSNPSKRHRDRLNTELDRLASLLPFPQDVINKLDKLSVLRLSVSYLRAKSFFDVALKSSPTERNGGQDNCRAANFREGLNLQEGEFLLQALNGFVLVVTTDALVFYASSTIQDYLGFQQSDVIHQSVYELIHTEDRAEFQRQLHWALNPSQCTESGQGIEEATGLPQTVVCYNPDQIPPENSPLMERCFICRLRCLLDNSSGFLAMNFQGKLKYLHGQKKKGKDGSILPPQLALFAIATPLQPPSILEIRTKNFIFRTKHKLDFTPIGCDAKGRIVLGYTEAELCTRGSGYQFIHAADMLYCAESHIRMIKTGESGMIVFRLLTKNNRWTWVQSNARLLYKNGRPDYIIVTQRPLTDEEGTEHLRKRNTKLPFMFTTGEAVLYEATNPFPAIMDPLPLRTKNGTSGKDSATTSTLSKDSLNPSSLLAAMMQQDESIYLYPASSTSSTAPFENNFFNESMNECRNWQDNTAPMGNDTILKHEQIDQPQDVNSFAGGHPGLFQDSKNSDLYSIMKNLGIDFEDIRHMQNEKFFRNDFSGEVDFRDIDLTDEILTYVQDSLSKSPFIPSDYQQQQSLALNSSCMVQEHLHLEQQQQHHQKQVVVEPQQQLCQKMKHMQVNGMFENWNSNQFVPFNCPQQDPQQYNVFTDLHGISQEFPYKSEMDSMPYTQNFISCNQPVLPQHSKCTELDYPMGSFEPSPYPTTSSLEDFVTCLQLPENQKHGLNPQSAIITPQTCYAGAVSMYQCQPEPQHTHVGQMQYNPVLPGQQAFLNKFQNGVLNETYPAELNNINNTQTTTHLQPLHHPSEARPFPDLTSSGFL
# proCasp3 act = procaspase-3 (human) activation; recombinant procaspase-3 D3A, Ac-DEVD-pNA absorbance 405 nm; activation, % at 8.5 µM; 0.11% of 330,000 active; AID 463141;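 active = activation above the mean of all tested compounds plus 3 SD, cut at about 21% in these data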;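 note: 0% = DMSO alone and 100% = DMSO wells spiked with extra 5 µM PC-3 D3A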
#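 assay system = Procaspase-3 D3A mutant | signal = absorbance at 405 nm, 0 and 120 min | times = 1 h preincubation plus 2 h reaction at 25 °C | repeats = single replicate | read-out = % activation between DMSO and enzyme-spiked controls | medium = Zinc-free HEPES saline buffer with Triton X-100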
# Active calls of the source: *; i = inactive; nt = not tested or not shown. Outcome played no part in choosing rows. Share with any hit: about 3.8%.
Compound	LAP4-GFP MLPCN	procasp7 counter	CR mimetic SO	JMJD2C inh	RPL19A-GFP yeast	proCasp3 act	AHR activator	MEP2 TOR yeast
O=C(COC(=O)c1ccc(S(=O)(=O)N2CCCC2)cc1)NCCc1ccc(F)cc1	93	1	95	8	92	-6	-1	93
Cc1ccnc(N/C=C(/NC(=O)c2ccccc2)C(=O)N/N=C\c2ccc(F)cc2)n1	100	11	88	4	100	5	11	106
CCc1ccc(NC(=O)CSc2nnc(COc3ccc4c(c3)CCCC4)o2)cc1	95	12	85	14	110	2	3	114
NS(=O)(=O)c1ccc2nc(NC(=O)c3ccc(Br)o3)sc2c1	90	-3	80	3	97	1	5	97
COc1ccccc1NC(=O)Nc1ccc(Br)cn1	107	-2	100	-4	95	5	20	102
Cc1ccc(S(=O)(=O)N2[C@@H](c3ccccc3F)C(C(=O)O)=CC[C@H]2c2cccc(C)c2)cc1	136	-8	84	3	101	0	-5	93
N/C(=N\C(=S)Nc1ccccc1)c1ccccc1	103	5	105	11	104	9	6	103
Cc1ccccc1C(=O)N/N=C1/SCC(=O)N1Cc1ccccc1	100	11	95	-12	107	1	12	114

# Reprinted at random: 2 records from the list.
Compound	LAP4-GFP MLPCN	procasp7 counter	CR mimetic SO	JMJD2C inh	RPL19A-GFP yeast	proCasp3 act	AHR activator	MEP2 TOR yeast
Cc1ccccc1C(=O)N/N=C1/SCC(=O)N1Cc1ccccc1	100	11	95	-12	107	1	12	114
COc1ccccc1NC(=O)Nc1ccc(Br)cn1	107	-2	100	-4	95	5	20	102

# (more compounds)
Compound	LAP4-GFP MLPCN	procasp7 counter	CR mimetic SO	JMJD2C inh	RPL19A-GFP yeast	proCasp3 act	AHR activator	MEP2 TOR yeast
CC(C)(C)c1cc(-c2nc(N)nc(N)n2)c(O)c(C(C)(C)C)c1	91	-6	103	-3	96	8	0	101
COc1ccc(C(=O)NC(C)c2nc3ccccc3n2C)cc1OC (centres undefined)	101	3	99	-2	100	3	4	95
Cc1ccc(Cn2c(=O)c3c(nc4n3CCCN4Cc3ccccc3)n(C)c2=O)cc1	103	8	96	0	103	3	1	100
CCc1nnc(NC(=O)c2ccc(S(=O)(=O)NC3CCCCC3)cc2)s1	106	4	102	-16	104	-4	-3	107
Nc1ncc(Br)cc1S(=O)(=O)NCCC(=O)Nc1cccc(Cl)c1	99	-3	112	-6	102	-3	6	102
O=C(/C=C1\SC(=O)N(CC(=O)Nc2ccc(F)cc2)C1=O)Nc1ccc(Cl)cc1	100	-3	95	-8	99	2	4	97
COc1ccc(CNC(=O)C[C@H]2C(=O)N(C3CCCCC3)C[C@@H]2Cc2ccccc2)cc1	127	6	100	4	99	2	2	94
COc1ccc(CCNC(=O)Cn2cnc3scc(-c4ccccc4)c3c2=O)cc1OC	98	-5	106	-19	104	1	5	101
COc1ccc(C2c3[nH]c4ccccc4c3C[C@H]3C(=O)N(CCCO)CC(=O)N23)c(OC)c1 (some centres undefined)	97	3	103	20	102	13	15	110
C=CCn1c(COc2ccc(F)cc2)nnc1SCC(=O)Nc1cccc(S(N)(=O)=O)c1	106	-7	99	-7	96	3	0	93
Cc1cccc(OCCn2ccnc2)c1C	92	nt	96	-1	103	nt	nt	101
CSC1=NCCN1C(=O)c1ccc(S(=O)(=O)N2CCCC2)cc1	100	13	95	0	98	6	0	106
COC(=O)Cc1c(C)c2ccc(OCC(=O)N3CCOCC3)cc2oc1=O	109	4	98	-8	100	1	0	107
CC1(C)CC2CC(C)(CN2C(=O)COC(=O)CNC(=O)c2ccc(Cl)c(Cl)c2)C1 (centres undefined)	99	5	103	8	100	3	1	108
Cc1ccc(NS(=O)(=O)c2ccc(NC(=O)c3cccs3)cc2)cc1	111	7	97	-2	97	1	3	110
CCc1nnc(NC(=O)/C=C/c2ccco2)s1	104	9	110	-14	105	-1	93*	113
O=C(OCc1cc2ccccc2[nH]c1=O)c1ccncc1	100	0	110	12	99	-1	4	103
COc1cccc(C(=O)NCCSc2ccc(Br)cc2)c1	103	5	97	-16	95	-1	2	102
CC(C)CN(C(=O)COC(=O)CNC(=O)c1ccccc1)c1c(N)n(Cc2ccccc2)c(=O)[nH]c1=O	110	0	105	0	108	-11	3	105
COc1ccc(CN2CCCC(C(=O)N3CCCCC3)C2)cc1OC (centres undefined)	102	1	87	4	102	12	2	113
CC(Nc1nc(-c2ccc(F)cc2)cs1)c1nc2cc(Cl)c(Cl)cc2n1CCCO (centres undefined)	101	-5	114	-1	99	-9	72*	92
CCCC(=O)Oc1ccc(N(C(=O)CCC)S(=O)(=O)c2cccs2)cc1	93	6	102	-1	98	-1	2	96
CCOc1ccc2[nH]c(=O)c(CN(Cc3ccco3)C(=O)c3cccc(F)c3)cc2c1	94	10	106	-5	97	2	4	99
Cc1cc(N(C)C)c(C#N)c(=O)[nH]1	nt	-1	94	0	96	3	2	90
S=c1[nH]nc(C2(c3ccccc3)CCCC2)o1	94	-33	99	6	103	-7	-2	104
COc1ccc(-c2[nH]ncc2CNCc2cc(C)n(C)n2)c(F)c1	91	2	84	0	97	5	4	112
OC1CCNC(=S)N1c1ccccc1 (centres undefined)	104	-1	95	-16	113	-3	-1	104
COC(=O)c1ccc(C2C(Oc3ccccc3)C(=O)N2CCc2ccc(F)cc2)cc1 (centres undefined)	106	-7	137	-8	98	-5	5	108
Cn1c(=O)c2[nH]c(-c3ccccc3Cl)c(O)c2n(C)c1=O	103	5	99	-11	109	-9	10	103
O=C(NCCN1CCCCCC1)C1CCCN1S(=O)(=O)c1cccc2nsnc12 (centres undefined)	107	2	91	-6	98	7	-1	99
O=C(Nc1ccccc1N1CCOCC1)c1cc(Br)c(Br)s1	103	1	101	-6	100	2	4	102
CN(C)C(CNC(=O)CCc1nc2sc3c(c2c(=O)[nH]1)CCCC3)c1ccccc1 (centres undefined)	103	5	115	-3	93	-4	-1	97

# Record cards, as listed above:
# `COC(=O)c1ccc(C2C(Oc3ccccc3)C(=O)N2CCc2ccc(F)cc2)cc1` (centres undefined) in the list: LAP4-GFP MLPCN: 106; procasp7 counter: -7; CR mimetic SO: 137; JMJD2C inh: -8; RPL19A-GFP yeast: 98; proCasp3 act: -5; AHR activator: 5; MEP2 TOR yeast: 108
# `OC1CCNC(=S)N1c1ccccc1` (centres undefined) in the list: LAP4-GFP MLPCN: 104; procasp7 counter: -1; CR mimetic SO: 95; JMJD2C inh: -16; RPL19A-GFP yeast: 113; proCasp3 act: -3; AHR activator: -1; MEP2 TOR yeast: 104

# Following part
Compound	LAP4-GFP MLPCN	procasp7 counter	CR mimetic SO	JMJD2C inh	RPL19A-GFP yeast	proCasp3 act	AHR activator	MEP2 TOR yeast
COc1ccc(CCN2C(=O)c3[nH]nc(-c4ccccc4O)c3C2c2ccc(C)cc2)cc1OC (centres undefined)	102	3	101	18	97	1	4	101
COC(=O)C(NS(=O)(=O)c1cccc(S(=O)(=O)NC(C(=O)OC)c2ccccc2)c1)c1ccccc1 (centres undefined)	104	0	107	-7	94	4	1	88
O=C(NCC1CCCO1)c1ccc2c(c1)N(Cc1ccccc1)CCS2 (centres undefined)	95	-3	91	2	100	12	5	98
Brc1ccc2c(c1)OCCOCCOCCOCCOCCO2	101	4	98	22	100	6	9	105
CC(C)OC(=O)c1cccnc1SCC(=O)N(C)c1ccccc1	100	-2	122	-5	95	9	0	97
Cc1cnc(C(=O)OCC(=O)Nc2ccc(C)c(S(=O)(=O)N3CCOCC3)c2)cn1	94	6	103	-3	96	6	0	94
CC(Oc1ccc2c(-c3ccccc3)cc(=O)oc2c1)C(=O)NCCCn1ccnc1 (centres undefined)	105	4	100	-34	98	2	-1	104
COc1cccc(N(C(=O)Cn2nnc(-c3cccs3)n2)C(C(=O)NC2CCCCC2)c2ccncc2)c1 (centres undefined)	100	-5	118	0	102	0	-2	106
CCC(Cc1ccccc1)NS(=O)(=O)c1ccc2c(c1)NC(=O)CS2 (centres undefined)	94	13	100	6	97	1	1	99
C=CCN1CCN(C(=O)c2c(-c3ccccc3)noc2C)CC1	76	0	96	4	103	0	-1	99
COc1cccc(C(=O)N[C@@H](C)C(=O)N2CCC3(CC2)NCCc2[nH]cnc23)c1	90	7	94	0	94	1	0	99
COc1ccccc1CNC(=O)COC(=O)/C=C/c1ccc2ccccc2n1	83	-6	134	12	97	-1	2	95
Cc1ccc(CNC(=O)N2CCN(C)CC2)cc1	97	2	113	9	100	1	-7	102
COc1ccc2c(c1)[nH]c(=O)c1sc3ccccc3c12	97	-8	114	-6	103	-9	41	108
CC(C)(C)NC(=O)c1nn2c(C(F)(F)F)cc(-c3ccccc3)nc2c1Br	87	7	99	1	105	-3	4	106
O=C1CCCCC(=O)N(c2ccccc2)c2ccccc21	98	13	125	3	102	-7	-1	103

# The closing 6 entries of the part before are carried over, then new ones follow:
Compound	LAP4-GFP MLPCN	procasp7 counter	CR mimetic SO	JMJD2C inh	RPL19A-GFP yeast	proCasp3 act	AHR activator	MEP2 TOR yeast
COc1cccc(C(=O)N[C@@H](C)C(=O)N2CCC3(CC2)NCCc2[nH]cnc23)c1	90	7	94	0	94	1	0	99
COc1ccccc1CNC(=O)COC(=O)/C=C/c1ccc2ccccc2n1	83	-6	134	12	97	-1	2	95
Cc1ccc(CNC(=O)N2CCN(C)CC2)cc1	97	2	113	9	100	1	-7	102
COc1ccc2c(c1)[nH]c(=O)c1sc3ccccc3c12	97	-8	114	-6	103	-9	41	108
CC(C)(C)NC(=O)c1nn2c(C(F)(F)F)cc(-c3ccccc3)nc2c1Br	87	7	99	1	105	-3	4	106
O=C1CCCCC(=O)N(c2ccccc2)c2ccccc21	98	13	125	3	102	-7	-1	103
Cc1oc2ccc(O)c(CN3CCOCC3)c2c1C(C)O (centres undefined)	98	-4	77	-8	98	-2	4	98
Cc1ccc(-c2nnc(-c3ccccc3S(=O)(=O)Cc3ccc(Cl)cc3)o2)cc1	102	4	109	0	104	6	5	102
CC1CCN(C(=O)C2CC(c3ccc(F)cc3)=NO2)CC1 (centres undefined)	105	2	112	196	110	4	-3	104
C=CCN(c1ccccc1)S(=O)(=O)c1cccc(C(=O)NNC(=O)c2ccncc2)c1	104	2	103	-9	98	9	0	113
Nc1ccn(C2CC(O)C(CO)O2)c(=O)n1 (centres undefined)	105	-5	105	-20	100	11	-4	97
CCN(CC)S(=O)(=O)c1ccc(N/N=C(\C)c2ccc(OC)cc2O)nc1	96	-2	i	-2	99	-15	1	96
O=C(CSc1ncccn1)NCc1cccs1	107	5	99	32	103	-20	1	109

# Screening results deposited in PubChem by several laboratories.
